From PubChem
POLI inh: qHTS for Inhibitors of Polymerase Iota; Pol iota fluorescent replication assay, 10 min; Potency, µM (doses to about 115 µM), for the others: at the highest dose activity, negative = inhibition, hits mostly inhibitors; hit rate 1% among 390,000; AID 588590, 2011; note: potency is the fitted concentration of half-maximal effect
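Fluorescent replication assay read twice, at 0 min and 10 min after adding 50 nM (final) substrate. Enzyme (10 nM) and compounds were first incubated 15 min at room temperature; enzyme-free buffer wells were negative controls.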
BLM inh: qHTS Assay for Inhibitors of Bloom's syndrome helicase (BLM). RecQ-like DNA helicase BLM (Homo sapiens), P54132. recombinant BLM DNA unwinding, fluorescence dequenching. Potency, µM (doses to about 56.1 µM), inactives show top-dose activity change, negative = inhibition, usual class: inhibitors. hit rate 0.2% among 350,000. AID 2528, 2010;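 note: potency is the fitted concentration of half-maximal effect; plate controls were vehicle for no effect and no enzyme for full effect; nearly all actives have a fitted effect of over 35% in size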
Glioma ERSR ind: qHTS for Inducers of the Endoplasmic Reticulum Stress Response (ERSR) in Human Glioma: qHTS; Potency, µM, without a hit: top-dose activation, usual class: activators; AID 602332, 2012; U87-MG GRP78 promoter luciferase reporter, 16 h; hit rate 0.02% among 420,000; note: potency is the fitted concentration of half-maximal effect; series mostly up to about 76 µM; % of control where 0% means no effect; nearly all actives have a fitted effect of over 35% in size
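Stably transfected U87-MG glioma cells carrying a GRP78-based luciferase sensor; 16 h compound incubation. Luminescence end-point read 10 min after Bright-Glo addition at room temperature.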
POLH inh: qHTS for Inhibitors of Polymerase Eta. DNA polymerase eta (Homo sapiens), Q9Y253. recombinant Pol eta, fluorescent DNA replication assay. Potency, µM (highest dose often 114 µM), for inactives: at the highest dose activity change, negative = inhibition, hits mostly inhibitors. hit rate 1.2% among 390,000; note: potency is the fitted concentration of half-maximal effect; % is set by controls: 0 for no effect and ±100 for the full control effect
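Pol eta at 10 nM preincubated with compounds 15 min at room temperature; reaction started with fluorescent substrate (50 nM final) and read kinetically at 0 and 10 min.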
LDHA block: qHTS assay for inhibitors of human lactate dehydrogenase; L-lactate dehydrogenase A chain (Homo sapiens), P00338; purified LDHA, NADH/diaphorase-resazurin fluorescence; active compounds read low; activity change, % (values are at about 110 or 230 µM); hit rate 0.15% among 480,000; in the data active = activity change below about -30%; inconclusive = mostly about -25% to -30%;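 note: plate controls were DMSO wells for no effect and wells without enzyme for full effect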
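Enzyme activity of human lactate dehydrogenase 5 (2 nM; 0.06 mM NADH, 0.2 mM pyruvate, 5 min, RT) is measured via a resazurin/diaphorase fluorescence readout of residual NADH.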
APE1 inh: qHTS Assay for Inhibitors of the Human Apurinic/apyrimidinic Endonuclease 1 (APE1). recombinant APE1, TAMRA/BHQ-2 abasic DNA cleavage fluorescence. Potency, µM (highest dose often 65.8 µM), without a hit: at the top dose activity change, negative = inhibition, usual class: inhibitors. DNA repair nuclease/redox regulator APEX1 (Homo sapiens), P27695. hit rate 0.35% among 350,000. AID 2517, 2012;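 note: potency is the fitted concentration of half-maximal effect; plate controls were vehicle for no effect and reference inhibitor for full effect; nearly all actives have a fitted effect of over 55% in size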
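APE1 at 0.75 nM final was preincubated with compound 15 min at room temperature, then 50 nM double-stranded THF abasic-site substrate (5'-TAMRA/3'-BHQ-2) was added. Fluorescence (ex 525/em 598 nm) was read kinetically; third-minus-first read gave activity.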
POLK inh: qHTS for Inhibitors of Polymerase Kappa. DNA polymerase kappa (Homo sapiens), Q9UBT6. hit rate 0.53% among 400,000. purified Pol kappa, fluorescent DNA synthesis assay, 10 min. AID 588579, 2011. Potency, µM (titrated, usually from 107 µM), for inactives: top-dose activity, negative = inhibition, hits mostly inhibitors; note: potency is the fitted concentration of half-maximal effect; % is set by controls: 0 for no effect and ±100 for the full control effect
Target sequence (Q9UBT6 whole entry, looked up): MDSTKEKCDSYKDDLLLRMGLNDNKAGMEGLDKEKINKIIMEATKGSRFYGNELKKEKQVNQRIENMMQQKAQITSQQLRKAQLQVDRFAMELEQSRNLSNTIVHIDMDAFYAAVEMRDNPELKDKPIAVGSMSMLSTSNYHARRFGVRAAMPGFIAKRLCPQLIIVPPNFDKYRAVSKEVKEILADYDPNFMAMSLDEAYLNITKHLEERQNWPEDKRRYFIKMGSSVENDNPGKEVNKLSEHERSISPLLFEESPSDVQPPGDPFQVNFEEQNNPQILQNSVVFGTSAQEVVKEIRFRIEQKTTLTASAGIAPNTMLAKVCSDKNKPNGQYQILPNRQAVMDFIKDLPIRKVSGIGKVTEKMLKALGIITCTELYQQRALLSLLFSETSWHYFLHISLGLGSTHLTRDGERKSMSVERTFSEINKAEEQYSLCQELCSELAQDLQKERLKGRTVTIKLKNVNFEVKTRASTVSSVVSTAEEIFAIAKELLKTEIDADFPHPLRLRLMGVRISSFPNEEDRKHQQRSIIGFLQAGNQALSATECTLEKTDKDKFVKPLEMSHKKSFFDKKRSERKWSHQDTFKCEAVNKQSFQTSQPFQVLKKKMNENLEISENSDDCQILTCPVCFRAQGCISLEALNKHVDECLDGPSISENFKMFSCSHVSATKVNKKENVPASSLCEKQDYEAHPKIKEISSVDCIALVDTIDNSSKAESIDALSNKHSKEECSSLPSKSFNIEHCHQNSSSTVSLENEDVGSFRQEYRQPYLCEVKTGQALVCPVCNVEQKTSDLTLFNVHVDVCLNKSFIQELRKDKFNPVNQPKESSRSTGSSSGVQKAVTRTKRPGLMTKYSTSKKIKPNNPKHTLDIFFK
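Enzyme at 10 nM met test compounds for 15 min at room temperature. Substrate addition (50 nM final) began the reaction, which was monitored by fluorescence at 0 and 10 min.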
Pol beta inh: qHTS Assay for Inhibitors of DNA Polymerase Beta | Potency, µM (doses to about 114 µM), inactives show at the top dose activity change, negative = inhibition, hits mostly inhibitors | hit rate 1.3% among 340,000 | Pol beta primer extension/strand displacement, fluorescence kinetic; note: potency is the fitted concentration of half-maximal effect; % is set by controls: 0 for no effect and ±100 for the full control effect
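10 nM enzyme + cpd, 15 min RT; start with substrate 50 nM final; read 0 min and after 10 min RT. Corrected, normalized data; 4-parameter Hill curve fit.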
Anesthetic bind: qHTS Assay for Identification of Novel General Anesthetics. Ferritin light chain (Equus caballus), P02791. apoferritin/1-aminoanthracene competitive binding, fluorescence. Potency, µM (series often up to 77.5 µM), inactives show at the highest dose activity change, negative = displacement, actives largely listed as inhibitors. hit rate 0.074% among 350,000. AID 485281, 2010; note: potency is the fitted concentration of half-maximal effect; % is set by controls: 0 for no effect and ±100 for the full control effect; nearly all actives have a fitted effect of over 20% in size
Target sequence (P02791 2-175 limits assumed): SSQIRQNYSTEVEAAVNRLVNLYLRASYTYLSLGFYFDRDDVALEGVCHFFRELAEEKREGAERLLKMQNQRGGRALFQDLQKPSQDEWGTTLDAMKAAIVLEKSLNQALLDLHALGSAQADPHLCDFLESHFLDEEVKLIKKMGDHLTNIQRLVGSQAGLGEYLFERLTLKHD
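Horse-spleen apoferritin (10 uM) was mixed with 50% saturated 1-aminoanthracene in PBS, exposed to compounds for 10 min at room temperature, and read for fluorescence (ex 380 nm, em 535 nm). Competitive displacement was fitted with a four-parameter Hill equation.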
Numbers without * were called inactive; ? = inconclusive; nt = no result given; & = joins results of further samples; [ ] = dose if it differs, or a comment. Unless noted, calls come from the whole dose curve; as a rule, active = well fitted curve in the direction sought with a large enough effect; inconclusive = small, poorly fitted or top-dose-only effect, or another doubt; inactive = no such curve, though single readings can be large; an effect the other way counts as inactive or inconclusive. Some of the compounds tested. The share of hits here may be higher or lower than overall.

SMILES | POLI inh | BLM inh | Glioma ERSR ind | POLH inh | LDHA block | APE1 inh | POLK inh | Pol beta inh | Anesthetic bind
CN(C)CCCN=Cc1c(O)n(CCc2ccc(F)cc2)c(=O)[nH]c1=O | 19% | 2% | 0% | -1% | -5 | -6% | -4% | 3% | -11%
O=C(c1ccc(-c2ccccc2)cc1)C1CCCN(Cc2ccn[nH]2)C1 (stereo not drawn) | 22% | 1% | 0% | -20% | 0 | 0% | 2% | 32% | -21%
Cc1cc(O)c2c3c(c(=O)oc2c1)CCC(C)C3 (stereo not drawn) | -13% | -3% | 2% | 0% | -12 | 36%[activator] | -3% | 2% | 5%
CN1C(=O)N(C)C(=O)C2(Cc3cc([N+](=O)[O-])ccc3N(C)C2c2ccccc2)C1=O (stereo not drawn) | 1% | 4% | -2% | -17% | -4 | -1% | -3% | -2% | -13%
O=P1(NCCCn2cc[n+](Cc3nc4ccccc4[nH]3)c2)C=C(c2ccccc2)OC(c2ccccc2)=C1 | 20% | 27% | 2% | -8% | -6 | 7% | -11% | 2% | -5%
Cc1ccc(N2C(=O)NC(=O)/C(=C\C=C\c3ccco3)C2=O)cc1C | 10µM* | -3% | -13% | 22µM* | -4 | 5% | 25µM* | 40µM* | -22%
COC(=O)CC(=O)c1ccc2c(c1)OCO2 | -1%&-17% | 0% | -1%&-1% | -4% | -1 | 3% | -3%&-8% | nt | -2%
CCc1ccc(NC(=O)c2cccn(Cc3cccc([N+](=O)[O-])c3)c2=O)cc1 | -6% | -7% | -1% | -4% | 0 | nt | -7%[60.1 µM] | 5% | -15%
Fc1ccc(C(OCCN2CCN(C/C=C/c3ccccc3)CC2)c2ccc(F)cc2)cc1 | nt | nt | -11% | nt | nt | -7% | 0%[19.4 µM] | nt | 48%[activator]
O=S(=O)(c1ccccc1)N1CCN2CCCC2C1 (stereo not drawn) | 91%[activator] | -2% | -2% | -5% | -4 | 0% | -5% | 54% | -3%
CC(C)COP(=O)(c1ccc(N(C)C)cc1)C(O)c1ccc(Br)cc1 (stereo not drawn) | -8% | -2% | -3% | -8% | -2 | 5% | 7%[60.1 µM] | ? | -5%
Cc1cccc(OCC(=O)N2CCN(Cc3ccc([N+](=O)[O-])cc3)CC2)c1 | -10% | -5% | -1% | -8% | -22 | 2% | ? | 1% | -9%
CN1CCN(c2ccccc2N)CC1 | 5% | -1% | -3% | -10% | 3 | 2% | -12% | 3% | -16%
COc1ccc(C2CN(C)CC2C(=O)c2ccc(C)cc2)cc1Cl (stereo not drawn) | 34%[activator] | -4% | -1% | -19% | 0 | -6% | -5% | 4% | ?
C=CCN1C[C@H](C)N([C@H](c2ccc(C(=O)N(CC)CC)cc2)c2cccc(OC)c2)C[C@H]1C | nt | 3%&-1% | -2%&0% | nt | nt | 23%&-3% | 2%&-7%[19.4 µM] | nt | -1%
CC1=CC(O)C(O)C2(C)C1CC1OC(=O)C(O)C3C(C)C(O)C4(O)OCC13C42 (stereo not drawn) | -1% | nt | -7% | -14% | -1 | nt | -3% | nt | nt
C[C@]12CCC3C(CC[C@@H]4C[C@@H](O)CC[C@]34C)C1CC[C@@H]2O (stereo partly drawn) | 43%[activator] | nt | -2% | -18% | 0 | nt | -6% | nt | nt
CCOC(=O)CC1=C(C(=O)OCC)C2(C(=O)N1)C(C(=O)OC)=C(N)Oc1ccccc12 (stereo not drawn) | 0% | -1% | -3% | -1% | 15 | 3% | -18% | 2% | 1%
COC(=O)C1=C(c2ccc(F)cc2F)C[C@@H]2CC[C@H]1N2C(=O)NCCOc1ccccc1Cl | 26% | nt | -2% | -24% | 2 | 20% | -1% | nt | nt
Cc1cccc(C2CC(=O)Oc3c2c(=O)oc2ccccc32)c1 (stereo not drawn) | ? | 3% | nt | nt | -6 | nt | -33% | -24% | -6%
O=C1NC(=O)C(CCOc2ccccc2)(CCc2ccccc2)C(=O)N1 | 30%[activator] | nt | 0% | 1% | -10 | nt | 1% | nt | nt
C=C(C)C(Cc1c(OC)ccc(C(=O)/C=C/c2ccc(O)cc2)c1O)OO (stereo not drawn) | -6% | nt | 7% | ? | -1 | 1% | -17% | nt | nt
O=[N+]([O-])c1ccc(NCCCN2CCOCC2)c2ncccc12 | 48%[activator] | 2% | -4% | -21% | -2 | -3% | -10% | -23% | -8%
CN(C)C(=O)Oc1ccc(-c2cn3cc(Cl)ccc3n2)cc1 | 19% | 1% | -8% | 0% | -7 | -8% | -5% | 17% | -9%
N#Cc1ccccc1NC(=O)c1cccn(Cc2ccccc2)c1=O | 20% | 1% | 1% | -17% | -4 | nt | -4%[60.1 µM] | 16% | 2%
(continued)
SMILES | POLI inh | BLM inh | Glioma ERSR ind | POLH inh | LDHA block | APE1 inh | POLK inh | Pol beta inh | Anesthetic bind
Cc1cc(C)c(NC2=NCCCS2)c(C)c1 | 8% | 0% | -1% | 8% | -2 | 11% | -12% | 1% | 1%
CCOC(=O)c1c(C)c(C(=O)N2CCC3(CC2)OCCO3)c(C)n1CC | 19% | -5% | 1% | -6% | 0 | 1% | -11% | 0% | 14%
O=C1CN(C(=O)COC(=O)Cc2ccccc2)c2ccccc2N1 | 21% | 1% | 1% | -10% | 0 | -2% | -2% | 8% | -3%
CCCCCCOC(=O)c1ccccc1N | 8% | -4% | 3% | -12% | -5 | -4% | -11% | ? | -20%
O=C1NC(=O)C2C1C1(Cl)C(Cl)=C(Cl)C2(Cl)C1(Cl)Cl (stereo not drawn) | -9% | nt | -4% | -1% | -9 | nt | -4% | nt | nt
N#Cc1ccc(Cn2cc(C=O)c3ccccc32)cc1 | -14% | -8% | -4% | -12% | -5 | 19% | -2% | 11% | -12%
CSc1ncc(C(=O)Nc2ccc(Cl)cc2C(=O)c2ccccc2)c(C)n1 | ? | 1% | -5% | -3% | -7 | nt | -2% | 0% | -2%
C=CCn1c(O)c(Cc2ccc(OCC)cc2)c(=O)[nH]c1=O | 38%[activator] | -4% | -1% | 4% | -11 | 37% | -1% | 1% | -3%
CC1SC2(CN3CCC2CC3)NC1=O (stereo not drawn) | 1% | 1% | -1% | -12% | -1 | 0% | -12% | 20% | -6%
COc1ccc(-n2c(/C=C\c3ccccc3F)nc3ccccc3c2=O)c(OC)c1 | 12% | -11% | -1% | -18% | -13 | nt | -6%[60.1 µM] | -5% | -5%
CCC(C)N1C(=O)/C(=C\c2ccc(N3CCCCCC3)cc2)C(=O)NC1=S (stereo not drawn) | 87%[activator] | -4% | -2% | 6% | -2 | 2% | -13% | -23% | 0%
CCN1CCN(C(=O)COc2ccc3c(c2)C(=O)CC2(CCN(C(C)=O)CC2)O3)CC1 | 12% | -3% | -6% | 2% | -6 | 8% | -5% | 6% | 353%[activator]
CCC(c1ccc(C)cc1)N1C(=O)C2C3CCC(O3)C2C1=O (stereo not drawn) | -32% | nt | 1% | -17% | -6 | 14% | -2% | nt | nt
C=CCN1C(=O)/C(=C/c2cc(C)n(-c3ccccn3)c2C)C(=O)NC1=S | -25% | 1% | -8% | ? | -5 | -5% | -2% | 50% | 3%
CCOP(=O)(OCC)c1cc(C)c(O)c(C(C)(C)C)c1 | -7% | 1% | -4% | -6% | -1 | -1% | 4% | 0% | -1%
CCC(=NCc1ccc2c(c1)OCO2)c1c(O)n(C)c(=O)n(C)c1=O | 16% | -1% | -8% | -9% | 2 | 1% | 0% | 3% | -15%
CC(Cc1ccccc1)NC(N)=O (stereo not drawn) | 11% | -3% | -3% | -2% | -2 | 0% | -1% | -19% | -2%
CC(C)CN1CCN(Cc2ccc(F)cc2Cl)CC1CCO (stereo not drawn) | 33%[activator] | -2% | -4% | 2% | -5 | -3% | -5% | -19% | -5%
CC(C)c1ccc(NC(=O)CSc2nnc(OC(=O)N(C)C)n2C2CC2)cc1 | 26% | -3% | -3% | -13% | -3 | -20% | 3% | 33% | -2%
CC(CC(C#N)(c1ccccc1)c1ccccc1)N1CCOCC1 (stereo not drawn) | 19% | nt | -3% | -9% | -3 | nt | 2% | nt | nt
COc1ccc(-n2c(/C=C/c3cccc(F)c3)nc3ccccc3c2=O)c(OC)c1 | 2% | -5% | -8% | -18% | -1 | -1% | -2% | 0% | -12%
CC(=O)OC1CCC2(C)C3=C(CCC2C1(C)C)[C@]1(C)CCC(C(C)CCC=C(C)C)[C@]1(C)CC3 (stereo partly drawn) | nt | -4% | -4% | nt | nt | ? | -13%[60.1 µM] | nt | -10%
C[C@@H]1O[C@H](O[C@@H]2C[C@@H](O)[C@]3(CO)[C@H]4[C@H](O)C[C@]5(C)[C@@H](C6=CC(=O)OC6)CC[C@@]5(O)[C@@H]4CC[C@]3(O)C2)[C@@H](O)[C@H](O)[C@H]1O | nt | -1% | -7% | nt | nt | 2% | -6%[19.4 µM] | nt | nt
CCC1(C(=O)c2ccccc2)C2c3ccccc3OC(=O)C21C(C)=O (stereo not drawn) | -3% | -1% | -1% | -19% | -3 | 3% | 6% | 35% | 1%

A different layout for two compounds above:
Compound	POLI inh	BLM inh	Glioma ERSR ind	POLH inh	LDHA block	APE1 inh	POLK inh	Pol beta inh	Anesthetic bind
CCCCCCOC(=O)c1ccccc1N	8%	-4%	3%	-12%	-5	-4%	-11%	?	-20%
O=C1NC(=O)C2C1C1(Cl)C(Cl)=C(Cl)C2(Cl)C1(Cl)Cl (stereo not drawn)	-9%	nt	-4%	-1%	-9	nt	-4%	nt	nt

2 records drawn at random from the list so far, as already listed:
SMILES | POLI inh | BLM inh | Glioma ERSR ind | POLH inh | LDHA block | APE1 inh | POLK inh | Pol beta inh | Anesthetic bind
CCCCCCOC(=O)c1ccccc1N | 8% | -4% | 3% | -12% | -5 | -4% | -11% | ? | -20%
O=C1NC(=O)C2C1C1(Cl)C(Cl)=C(Cl)C2(Cl)C1(Cl)Cl (stereo not drawn) | -9% | nt | -4% | -1% | -9 | nt | -4% | nt | nt
